# SRC1 inh – human NCOA1 inhibition; 360,000 compounds, 0.12% hits; inhibition, % at 3.6 µM; HEK293 GAL4-SRC1 luciferase reporter, luminescence;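 active means inhibition above the campaign mean plus 3 SD, with each screening campaign given its own cutoff, cut at about 60% in these data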;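 further: 0% = DMSO treated cells and 100% = gossypol at 36 µM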
# EBV LMP1 NFkB – Epstein-Barr LMP1 NF-kappaB reporter inhibition | LMP1-induced NF-kappaB luciferase reporter cells, luminescence | AID 504558 | 350,000 compounds, 0.69% hits | inhibition, % at 12.5 µM; in the data active means inhibition above about 41%;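 further: 0% = neutral control wells and 100% = reference inhibitor control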
# LRH-1 inv ag – inverse agonists of human LRH-1 (NR5A2). O00482. HEK293T StAR-luciferase reporter, LRH-1 transfected, 24 h. inhibition, % at 3.6 µM. 360,000 compounds, 0.13% hits. AID 602396;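 active means inhibition above the mean inhibition of all tested compounds plus 3 SD, cut at about 73% in these data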;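 further: 0% = DMSO wells and 100% = reporter-only cells lacking LRH-1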
# NR2F2 inh – blocks human COUP-TFII nuclear receptor; HEK293T NGFI-A luciferase reporter, luminescence; inhibition, % at 8.6 µM; 370,000 compounds, 0.7% hits; AID 686940;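 active means inhibition above a per-plate cutoff, mean inhibition of test wells between control levels plus 3 SD, cut at about 38% in these data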;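 further: cells cotransfected with COUP-TFII expression vector driving the NGFI-A reporter; 0% = median of COUP-TF2 test wells and 100% = reporter-only cells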
# Vif imaging – inhibitors of HIV Vif. 340,000 compounds, 0.35% hits. HEK293T cells, Vif self-association by quenched fluorescence, imaging, 24 h. inhibition, % at 7.49 µM; in the data active means inhibition above about 50%, passing the limit was not always enough; further: some results filed as inactive read as strong as hits
# NOD2-RIPK2 inh – NOD2-RIPK2 protein interaction inhibition; CHO BLA complementation NOD2-RIPK2, CCF4 ratio; 360,000 compounds, 0.38% hits; inhibition, % at 4.98 µM; in the data active means inhibition above about 21%;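 further: 0% = vehicle only and 100% = reference blocker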
# NCOA3 inh – inhibitors of human steroid receptor coactivator 3 (SRC3); 360,000 compounds, 0.17% hits; inhibition, % at 3.6 µM; HEK293 GAL4-SRC3 luciferase reporter, luminescence; AID 588352;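 active means inhibition above a per-campaign cutoff, the mean of all compounds plus 3 SD, cut at about 60% in these data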;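 further: 0% = DMSO-treated cells and 100% = gossypol-treated cells at 36 µM; higher means less SRC3-driven luciferase light from the GAL4 reporter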
# TROY signal inh – blocks TROY-dependent signaling in reporter cells. inhibition, % at 10 µM. 360,000 compounds, 0.98% hits. Q293 LMP1-TROYcd NF-kB luciferase reporter, 4 h. AID 1347056;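 active means compounds whose plate-normalised and pattern-corrected inhibition of the luciferase reporter signal at the single screening dose is 50% or more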
# NCOA2 inhibitor – human SRC2 (NCOA2) inhibition | Q15596 | HEK293 GAL4-SRC2 luciferase reporter, luminescence | inhibition, % at 9 µM | 370,000 compounds, 0.17% hits | AID 651957;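 active means inhibition above the mean inhibition of all tested compounds plus 3 SD, set per campaign, cut at about 52% in these data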;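 further: 0% = DMSO treated cells and 100% = cells given Gossypol at 36 µM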
# TLR9-MyD88 inh – TLR9-MyD88 interaction inhibition; Q9NR96+Q99836; CHO BLA complementation TLR9-MyD88, CCF4 FRET ratio; inhibition, % at 4.98 µM; 340,000 compounds, 0.21% hits; AID 504734;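 active means inhibition above the mean over all tested compounds plus 3 SD, cut at about 21% in these data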;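 further: 0% = DMSO only wells and 100% = clavulanate BLA inhibitor control wells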
# Target sequence (Q99836 whole entry, looked up): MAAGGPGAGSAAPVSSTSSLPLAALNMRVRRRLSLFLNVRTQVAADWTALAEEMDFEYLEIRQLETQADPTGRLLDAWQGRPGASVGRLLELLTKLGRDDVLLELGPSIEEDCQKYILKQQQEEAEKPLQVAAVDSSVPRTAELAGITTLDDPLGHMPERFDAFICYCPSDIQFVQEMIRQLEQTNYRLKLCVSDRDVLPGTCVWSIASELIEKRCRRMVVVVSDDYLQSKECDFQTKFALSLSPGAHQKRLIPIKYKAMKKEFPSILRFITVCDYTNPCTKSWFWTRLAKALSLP
# Target sequence (Q9NR96 whole entry, looked up): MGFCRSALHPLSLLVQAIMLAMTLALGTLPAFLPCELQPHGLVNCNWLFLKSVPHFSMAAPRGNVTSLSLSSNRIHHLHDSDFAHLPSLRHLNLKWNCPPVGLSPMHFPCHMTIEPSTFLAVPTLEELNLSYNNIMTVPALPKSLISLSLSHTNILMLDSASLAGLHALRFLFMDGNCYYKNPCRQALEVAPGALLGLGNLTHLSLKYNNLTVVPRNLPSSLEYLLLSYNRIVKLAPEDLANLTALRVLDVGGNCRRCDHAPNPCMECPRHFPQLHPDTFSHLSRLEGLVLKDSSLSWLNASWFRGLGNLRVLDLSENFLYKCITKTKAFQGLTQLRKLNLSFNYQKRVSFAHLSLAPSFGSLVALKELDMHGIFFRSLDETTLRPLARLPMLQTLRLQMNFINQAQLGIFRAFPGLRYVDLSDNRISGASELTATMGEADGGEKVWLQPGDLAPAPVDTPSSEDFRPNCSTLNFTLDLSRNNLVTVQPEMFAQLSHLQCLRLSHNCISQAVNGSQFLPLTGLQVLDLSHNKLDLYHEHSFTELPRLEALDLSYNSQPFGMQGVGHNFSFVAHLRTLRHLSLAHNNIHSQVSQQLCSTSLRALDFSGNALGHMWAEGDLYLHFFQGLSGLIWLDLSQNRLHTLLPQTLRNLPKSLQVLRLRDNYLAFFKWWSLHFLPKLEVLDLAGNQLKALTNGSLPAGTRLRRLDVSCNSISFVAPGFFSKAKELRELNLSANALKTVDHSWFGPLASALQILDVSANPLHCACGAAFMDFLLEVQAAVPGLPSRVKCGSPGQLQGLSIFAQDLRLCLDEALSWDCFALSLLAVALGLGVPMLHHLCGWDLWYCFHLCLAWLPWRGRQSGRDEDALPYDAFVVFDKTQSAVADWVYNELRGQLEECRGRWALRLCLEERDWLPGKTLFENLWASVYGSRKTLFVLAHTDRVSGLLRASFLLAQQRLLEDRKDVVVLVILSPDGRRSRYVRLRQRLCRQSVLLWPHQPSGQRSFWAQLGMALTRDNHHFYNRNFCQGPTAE
# TRAIL sens C8 – caspase-8 TRAIL sensitization; NB7+C8 cells + TRAIL, ATPlite viability luminescence; inhibition (viability loss, TRAIL sensitization), % at 10 µM; 360,000 compounds, 1% hits; AID 624354;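 active means compounds causing at least 50% loss of cell viability in the single-dose screen, relative to plate controls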
# The depositor's hits bear a star; · = not tested or not shown; & = joins results of further samples. Some of the compounds tested; count on the stated rates, not on these rows.
SMILES,SRC1 inh,EBV LMP1 NFkB,LRH-1 inv ag,NR2F2 inh,Vif imaging,NOD2-RIPK2 inh,NCOA3 inh,TROY signal inh,NCOA2 inhibitor,TLR9-MyD88 inh,TRAIL sens C8
CCN(CC(=O)Nc1ccccc1OC)C(=O)c1ccc(NS(=O)(=O)c2ccc(C(C)=O)cc2)cc1,-2,0,0,4,3,3,5,7,-46,-11,5
Cc1cccc(OCc2nnc(SCC(=O)N(c3ccccc3)C3CCS(=O)(=O)C3)o2)c1 (centres undefined),12,5,-3,1,-9,4,13,5,16,1,5
O=C(NCc1ccccn1)C1CCN(S(=O)(=O)N2CCC3(CC2)OCCO3)CC1,-4,-5,-4,1,-14,-4,3,-14,12,0,-3
O=C1OCC2=C1C(c1ccc(F)cc1)CC(=O)N2c1ccccc1 (centres undefined),12,0,2,·,6,-6,11,4,·,-4,-13
O=C1/C(=C/c2ccc([N+](=O)[O-])cc2)C=C(c2ccccc2)N1c1ccc(O)cc1,-3,38,4,7,1,-8,9,3,-2,-14,32
COc1ccc(Cl)cc1C(=O)Nc1ccc(N(C)C(C)=O)cc1,-3,-5,-26,-14,0,9,9,-14,-33,3,15
CCN(CC)C(=O)CSc1nnc(CSc2ncccn2)n1C,-15,-5,0,-7,-15,-3,18,2,17,4,17
Cc1ccc(-c2onc(C)c2C)cc1S(=O)(=O)N1CC(C)Oc2ccccc21 (centres undefined),20,4,-24,18,-9,-2,-9,38,17,-14,18
CCOc1cc(-c2n[nH]c(=S)n2Cc2ccccc2)ccc1OC(F)F,-8,2,-13,-2,0,-7,6,10,-18,10,14
O=C(Nc1cccc2cccnc12)c1ccc2sc([C@@H]3O[C@H](CO)[C@H](O)[C@H](O)[C@H]3O)nc2c1,0,·,-11,-4,-11,-4,-30,-18,-62,·,17
O=C(NCCN1CCOCC1)C1CCC(=O)N1Cc1ccc(F)cc1 (centres undefined),15,-5,7,-6,8,-9,9,5,11,9,-15
CC(=O)Nc1cccc(NC(=O)CSc2ccc(-c3ccccn3)nn2)c1,-1,2,-19,4,-6,-16,2,3,-2,-10,13
C=CCOC(=O)C1=C[C@H](c2cn(C(C)=O)c3ccccc23)C[C@H](OCc2ccc(CO)cc2)O1,-15,-1,-6,0,-2,1,-19,-6,2,2,5
Cc1noc(C)c1S(=O)(=O)Nc1ccc2c(c1)C(=O)N([C@H](C)CO)C[C@H](C)[C@@H](CN(C)C(=O)NC1CCCCC1)O2,-3,-2,-4,9,-29,-11,-2,-8,-3,3,4
CS(=O)(=O)N1CCC(C(=O)Nc2ccc3c(c2)OCO3)CC1,7,-12,-4,1,2,0,4,1,16,0,-2
COCCN1C(=O)C(CC(=O)Nc2ccc(C(C)=O)cc2)SC1=Nc1ccccc1 (centres undefined),-9&-8,-10&1,16&1,-6&6,-5&10,-4&-9,-26&-7,7&2,9&-15,-3&3,-9&4
CCOC(=O)c1c(CSCc2ccccc2)oc2ccc(O)c(CN(C)C)c12,-13,-13,6,22,-8,-2,12,-12,8,-9,2
O=C(COc1ccccc1)Nc1ccccc1NS(=O)(=O)c1cccs1,-7,5,0,-6,6,5,-4,16,6,0,-1
CS(=O)(=O)NC1c2cccc3cccc(c23)C1Sc1nncn1/N=C/c1ccco1 (centres undefined),-4,4,-9,-8,18,8,-27,-10,-2,-3,-1
CC(=O)Nc1ccc(NC(=O)Cn2nc(C(=O)Nc3ccc(C)cc3)ccc2=O)cc1,3,-2,-6,4,2,-1,5,-3,-32,0,8

# Another view of part of the listing above.
smiles | SRC1 inh | EBV LMP1 NFkB | LRH-1 inv ag | NR2F2 inh | Vif imaging | NOD2-RIPK2 inh | NCOA3 inh | TROY signal inh | NCOA2 inhibitor | TLR9-MyD88 inh | TRAIL sens C8
O=C(Nc1cccc2cccnc12)c1ccc2sc([C@@H]3O[C@H](CO)[C@H](O)[C@H](O)[C@H]3O)nc2c1 | 0 | · | -11 | -4 | -11 | -4 | -30 | -18 | -62 | · | 17
O=C(NCCN1CCOCC1)C1CCC(=O)N1Cc1ccc(F)cc1 (centres undefined) | 15 | -5 | 7 | -6 | 8 | -9 | 9 | 5 | 11 | 9 | -15
CC(=O)Nc1cccc(NC(=O)CSc2ccc(-c3ccccn3)nn2)c1 | -1 | 2 | -19 | 4 | -6 | -16 | 2 | 3 | -2 | -10 | 13
C=CCOC(=O)C1=C[C@H](c2cn(C(C)=O)c3ccccc23)C[C@H](OCc2ccc(CO)cc2)O1 | -15 | -1 | -6 | 0 | -2 | 1 | -19 | -6 | 2 | 2 | 5
Cc1noc(C)c1S(=O)(=O)Nc1ccc2c(c1)C(=O)N([C@H](C)CO)C[C@H](C)[C@@H](CN(C)C(=O)NC1CCCCC1)O2 | -3 | -2 | -4 | 9 | -29 | -11 | -2 | -8 | -3 | 3 | 4
CS(=O)(=O)N1CCC(C(=O)Nc2ccc3c(c2)OCO3)CC1 | 7 | -12 | -4 | 1 | 2 | 0 | 4 | 1 | 16 | 0 | -2
COCCN1C(=O)C(CC(=O)Nc2ccc(C(C)=O)cc2)SC1=Nc1ccccc1 (centres undefined) | -9&-8 | -10&1 | 16&1 | -6&6 | -5&10 | -4&-9 | -26&-7 | 7&2 | 9&-15 | -3&3 | -9&4
CCOC(=O)c1c(CSCc2ccccc2)oc2ccc(O)c(CN(C)C)c12 | -13 | -13 | 6 | 22 | -8 | -2 | 12 | -12 | 8 | -9 | 2
O=C(COc1ccccc1)Nc1ccccc1NS(=O)(=O)c1cccs1 | -7 | 5 | 0 | -6 | 6 | 5 | -4 | 16 | 6 | 0 | -1
CS(=O)(=O)NC1c2cccc3cccc(c23)C1Sc1nncn1/N=C/c1ccco1 (centres undefined) | -4 | 4 | -9 | -8 | 18 | 8 | -27 | -10 | -2 | -3 | -1
CC(=O)Nc1ccc(NC(=O)Cn2nc(C(=O)Nc3ccc(C)cc3)ccc2=O)cc1 | 3 | -2 | -6 | 4 | 2 | -1 | 5 | -3 | -32 | 0 | 8

# (continued)
SMILES,SRC1 inh,EBV LMP1 NFkB,LRH-1 inv ag,NR2F2 inh,Vif imaging,NOD2-RIPK2 inh,NCOA3 inh,TROY signal inh,NCOA2 inhibitor,TLR9-MyD88 inh,TRAIL sens C8
COc1ccc(S(=O)(=O)N2CCC(n3cnc4cc(C(F)(F)F)ccc43)CC2)cc1,-13,10,8,-5,-25,-4,3,15,28,3,25
CCOC(=O)Cc1csc(NC(=O)CSc2nc(-c3ccccc3)c(C#N)c(=O)[nH]2)n1,-7,-8,-8,-15,2,-2,10,2,-13,-6,5
CCOCC(=O)Nc1ccc(C)c(Cl)c1,-2,-4,21,-20,2,-2,-3,-17,-17,-3,-3
COc1ccc(CC(=O)OCC(=O)Nc2cc(Cl)ccc2C)cc1,-2,-7,9,0,2,0,-5,-3,-7,1,-1
O=C(NCc1ccccc1)C(c1ccccn1)N(C(=O)c1csnn1)c1ccccc1F (centres undefined),-3,-4,6,0,4,4,1,-9,-15,-24,-5
Cc1cc(C)cc(NC(=O)c2ccccc2NC(=O)CCC(=O)O)c1,-1,-4,12,11,12,1,10,13,-23,8,0
Cc1ccc2c(c1)C(=O)CC1(CCCCCC1)O2,-6,-10,-16,-14,15,-8,10,-16,14,1,-12
COc1ccc(OC)c(NC(=O)CSc2nncc(=O)n2N)c1,-3,3,19,11,1,-11,13,2,-8,3,-1
C=CCn1c(SCC(=O)NCC2CCCO2)nc2c([nH]c3ccccc32)c1=O (centres undefined),1,-5,14,-7,3,-4,0,-24,-25,-8,16
C=CC[C@@H](CC(=O)N[C@@H](CO)Cc1ccccc1)C(=O)N[C@H](COC(=O)[C@@H](CC=C)CC(=O)OC(C)(C)C)Cc1c[nH]c2ccccc12,2,-2,0,11,·,9,15,26,25,3,47
COc1ccc(-c2nc(N)n(C(=O)c3ccco3)n2)cc1,-5,1,11,-2,1,6,3,-1,-14,-9,-1
Cc1ccc(C(=O)NNC(=O)c2ccncc2)cc1[N+](=O)[O-],-1,-2,4,2,4,-5,-17,-10,4,12,-26
CCOCCCNC(=O)Cn1cnc2c(cnn2-c2ccc(C)c(C)c2)c1=O,-2,3,2,-13,2,1,-26,-2,-16,-3,3
COc1ccc(NC(=O)N(C)C[C@H]2OCc3cnnn3CCCC(=O)N([C@@H](C)CO)C[C@H]2C)c(OC)c1,-3,0,11,-12,3,-5,-4,-9,-5,-8,2
CC(=O)c1ccc(NC(=S)N2CCN(S(=O)(=O)c3ccc(F)cc3)CC2)cc1,-29,-2,12,-1,·,-6,12,3,7,-6,-8
CCCN(CC(=O)Nc1ccccc1C)C(=O)c1ccc(-c2ccc([N+](=O)[O-])cc2)o1,-3,-24,-9,10,·,9,3,-7,-18,-19,2
CC(=O)C[C@H](O)CC(=O)[C@H]1OC(=O)CCCCC/C=C/Cc2ccccc21,4,-1,-12,7,4,-12,-14,-25,23,-2,-14
O=C(NCc1ccccc1)c1cc(C2CCCN(C(=O)CCc3ccccc3)C2)on1 (centres undefined),-3,·,6,13,-7,-7,-6,-17,0,·,-4
Cc1cc(S(=O)(=O)N2CCN(CC(=O)N(C)Cc3ccccc3)CC2)ccc1Br,-2,-10,12,10,-4,0,-11,6,32,-6,-7
NC(=O)c1ccc(C2SCC(=O)N2CCc2ccccc2)cc1 (centres undefined),1,-2,13,-3,-4,3,9,8,-13,0,-26
Cn1nccc1C(=O)Nc1ccc(OC(=O)c2ccnn2C)cc1,3,0,-7,-11,1,0,20,8,2,-1,11
COC(=O)c1ccc(S(=O)(=O)NNC(=O)c2ccc(S(=O)(=O)N3CCCCC3)cc2)cc1,-4,1,17,0,-8,-5,5,-3,-20,-12,0
CCOc1ccc(/C=C/c2nc(C#N)c(NCCCOC)o2)cc1,5,-2,33,-8,-17,5,7,6,3,-5,27
COCCC(=O)N1CCC(Oc2ccc(C(=O)NCCc3cnn(C)c3)cc2)CC1,-5,-1,-7,-15,-2,-4,14,-1,-8,3,5
O=C(COC(=O)c1cc(Br)ccc1O)Nc1ccc2c(c1)OCO2,-13,-7,2,-15,4,0,3,-2,12,1,-4
CN(CC(=O)Nc1ccccc1C(F)(F)F)C(=O)CSCc1ccccc1,-12,-4,7,13,-3,-7,-17,7,-2,3,20
COc1ccc(-c2ccc(C(=O)NCCN3CCOCC3)c3occc23)c(C)c1,4,·,16,20,-9,-7,-9,-4,-1,·,9
CCN1CCN(C(=S)Nc2ccc3nc(N4CCN(C)CC4)cc(C)c3c2)CC1,-11,14,-8,7,4,2,8,-2,1,-3,-6
CCOC(=O)Nc1ccc2c(c1)ncn2C1CCCCC1,-49,-6,-19,-19,82*,-5,-44,-53,-14,-6,6
CN(C)[C@H]1CCN([C@@H]2CS(=O)(=O)N[C@H]2COCc2ccccc2)C1,10,·,-7,-10,·,5,-6,4,6,·,-9
Cc1ccc(SCC(=O)Nc2oc(C)c3c(C)n[nH]c(=O)c23)cc1C,-22,-7,-3,-16,11,-3,0,1,-13,4,2
